# M1 antag: human M1 muscarinic receptor antagonists, primary screen, CHO-K1 cells, Fluo-8 calcium fluorescence, 1536-well | AID 588852, 2011 | CHO-K1 hM1, ACh EC80 antagonist | inhibition, % at 3 µM | hit rate 1.3% among 360,000;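 active = percent inhibition above its own plate's cutoff, namely the mean of that plate's compound wells plus 3 SD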;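 also: peak over basal fluorescence ratio during 140 s after agonist addition; 0% = ACh EC80 plus DMSO and 100% = DMSO alone without agonist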
# Target sequence (P11229 whole entry, looked up): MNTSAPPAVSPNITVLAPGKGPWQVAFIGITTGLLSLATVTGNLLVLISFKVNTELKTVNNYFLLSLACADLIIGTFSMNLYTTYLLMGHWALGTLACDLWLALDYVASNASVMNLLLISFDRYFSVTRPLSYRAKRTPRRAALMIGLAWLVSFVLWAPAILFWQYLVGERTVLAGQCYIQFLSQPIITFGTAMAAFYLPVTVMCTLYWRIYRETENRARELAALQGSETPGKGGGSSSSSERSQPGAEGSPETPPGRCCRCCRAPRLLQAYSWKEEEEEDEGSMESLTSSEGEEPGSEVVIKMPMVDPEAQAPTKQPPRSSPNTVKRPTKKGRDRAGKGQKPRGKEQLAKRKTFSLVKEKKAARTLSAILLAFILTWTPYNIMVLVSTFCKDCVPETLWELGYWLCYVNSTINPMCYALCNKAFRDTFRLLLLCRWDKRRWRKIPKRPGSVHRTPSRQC
# CHO-K1 Ca antag: M1 antagonist counterscreen hit in parental CHO-K1 cells; hit rate 0.6% among 360,000; inhibition, % at 3 µM; AID 602250; ATP-induced calcium, Fluo-8 fluorescence;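 active = inhibition above a per-plate cutoff, the plate's mean sample inhibition plus 3 SD, cut at about 24% in these data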;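 also: 0% = DMSO plus EC80 ATP and 100% = DMSO alone without ATP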
# CHO-K1 Ca PAM: nonselective calcium activators in parental CHO-K1 cells, primary screen, counter-screen for M1 PAM project, cell-based, Fluo-8 calcium fluorescence, full deck, 1536-well; ATP EC20; 0% at ATP EC20, 100% at ATP max; activation, % at 3 µM; AID 602247, 2012; hit rate 0.02% among 360,000;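 active = activation above the run cutoff, the mean activation of all test compounds plus 3 SD, cut at about 40% in these data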;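 also: peak over basal fluorescence ratio in a 140 s read after ATP addition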
# TAAR1 ag: human TAAR1 agonists, primary screen, Fluo-8 calcium fluorescence, CHO RD-HGA16 cells. AID 624467, 2012. vehicle wells 0%, saturating PEA agonist 100%. activation, % at 3 µM. hit rate 0.99% among 360,000;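 active = activation above the mean activation of all test compounds in the run plus 3 SD, cut at about 38% in these data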
# Target sequence (Q96RJ0 whole entry, looked up): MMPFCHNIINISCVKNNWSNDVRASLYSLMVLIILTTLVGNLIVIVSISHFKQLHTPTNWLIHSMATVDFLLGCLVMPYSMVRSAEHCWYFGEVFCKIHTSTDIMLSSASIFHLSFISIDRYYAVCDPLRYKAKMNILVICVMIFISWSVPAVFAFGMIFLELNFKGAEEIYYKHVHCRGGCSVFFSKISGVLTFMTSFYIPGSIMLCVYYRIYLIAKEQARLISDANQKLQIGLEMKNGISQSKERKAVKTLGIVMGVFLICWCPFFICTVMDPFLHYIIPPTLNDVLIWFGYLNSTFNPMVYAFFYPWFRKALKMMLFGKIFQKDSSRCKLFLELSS
#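 Benchmarks: low control DMSO, high control PEA (EC100); System: CHO RD-HGA16 cells carrying human TAAR1 plus Gα16; Detection: Fluo-8 fluorescence, 5 s baseline then 140 s kinetic read; Schedule: 17-24 h plating, Fluo-8 75 min 37 °C, 30 min RT; Read-out basis: % activation from peak over basal fluorescence ratio, DMSO-to-PEA scaled.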
# CHO parental Ca: ATP-evoked calcium signal inhibitors, parental CHO, primary screen, counter-screen for OX1R antagonist project, cell-based, fluorescence, Fluo-8 calcium dye | inhibition, % at 5.6 µM | parental CHO-K1, ATP-induced calcium, Fluo-8 fluorescence | hit rate 0.63% among 330,000;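 active = inhibition above that plate's mean sample inhibition plus 3 SD, cut at about 26% in these data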;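 also: 0% = ATP-challenged DMSO wells and 100% = DMSO wells without ATP; some compounds past the cut are filed as inactive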
#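 Assay system: untransfected parental CHO cell line. Also added: ATP agonist challenge. Dosing: one dose, 5.6 µM nominal. Measured by: Fluo-8 fluorescence. Read-out: % inhibition. Benchmarks: ATP wells versus no-ATP DMSO wells. Repeats: no replicates.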
# CHRM1 agonist: human M1 muscarinic receptor agonists, primary screen, Fluo-8 calcium fluorescence, CHO-K1 cells, HTS | activation, % at 3 µM | Muscarinic acetylcholine receptor M1 (Homo sapiens), P11229 | AID 588814, 2011 | hit rate 0.33% among 360,000 | CHO-K1 hM1, agonist mode; 0% DMSO, 100% acetylcholine EC100;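 active = activation above the run's mean compound activation plus 3 SD, cut at about 16% in these data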;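 also: peak over basal fluorescence ratio within a 140 s kinetic read after compound addition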
# OXTR potentiator: human OXTR potentiators, primary screen, fluorescence, CHO-OTR cells, Fluo-8 calcium; activation, % at 3 µM; hit rate 0.061% among 320,000; Fluo-8 calcium fluorescence, potentiator mode; 0% = oxytocin EC15, 100% = EC100; Oxytocin receptor (Homo sapiens), P30559; AID 2445, 2010;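 active = activation above that plate's cutoff, the mean activation of tested compounds plus 3 SD, cut at about 6.6% in these data, passing the limit was not always enough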;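 also: 100% uses oxytocin at 75 nM as the full agonist control; some results filed as inactive read as strong as hits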
#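 Material: CHO-OTR cells, human receptor; compound dosing: single dose, 3.0 µM nominal final compound concentration; schedule: 6 min compound pre-incubation at room temperature, 100 s kinetic read; measured by: kinetic Fluo-8 calcium fluorescence; read-out basis: % activation vs EC15 and EC100 oxytocin; controls: EC15 oxytocin alone as 0%, 75 nM oxytocin as 100%; replicates: singlicate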
# TAAR1 antag: human TAAR1 antagonists, primary screen, Fluo-8 calcium fluorescence, CHO RD-HGA16 cells; inhibition, % at 3 µM; hit rate 1.5% among 360,000; Trace amine-associated receptor 1 (Homo sapiens), Q96RJ0; antagonist;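 active = inhibition above a per-plate cutoff, the mean inhibition of test compounds on that plate plus 3 SD, cut at about 49% in these data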;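 also: 0% = DMSO plus EC80 beta-PEA response and 100% = DMSO alone without agonist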
#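 Assay system: CHO-derived RD-HGA16 cells stably expressing human TAAR1 plus Gα16. Timing: 140 s kinetic read after compound, 140 s after agonist. Technique: kinetic Fluo-8 calcium fluorescence measurement. Measure: % inhibition of agonist calcium response.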
# CHO-K1 Ca ag: counter-screen for M1 agonists: effect in parental CHO-K1 cells. activation, % at 3 µM. hit rate 0.48% among 360,000. Fluo-8 calcium fluorescence; scaled to maximal ATP response, vehicle zero. AID 602248, 2012; in the data active = activation above about 15%;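 also: untransfected CHO-K1 host cells lacking M1 receptor as counterscreen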
# The depositor's hits bear a star; . = not tested or not shown.
SMILES,M1 antag,CHO-K1 Ca antag,CHO-K1 Ca PAM,TAAR1 ag,CHO parental Ca,CHRM1 agonist,OXTR potentiator,TAAR1 antag,CHO-K1 Ca ag
CCC1(c2ccccc2)NC(=O)N(CC(=O)Nc2ccccc2N2CCCCC2)C1=O (stereo not given),7.6,12.4,7.7,70.1*,-20.3,36.9*,-7.3,51.7*,38.1*
CCN(CC)S(=O)(=O)c1ccc(N2CC(C(=O)NCc3cccnc3)CC2=O)cc1 (stereo not given),3.7,-8.7,5.5,0.6,-2.2,-8.9,2.0,-2.2,1.4
O=C(CCSCCC(=O)NN=Cc1cccc(Cl)c1)NN=Cc1cccc(Cl)c1,-16.6,-4.0,12.1,4.3,.,0.7,.,8.7,0.4
COc1ccc([N+](=O)[O-])cc1NCc1cccnc1,-3.7,-8.3,17.6,6.0,3.7,-13.4,-6.5,-11.7,0.7
O=C1OC(c2ccc(Cl)cc2)/C(=C(/O)c2ccccc2)C1=O (stereo not given),-9.5,-4.2,9.4,6.5,-21.9,-2.4,1.2,-4.0,-0.1
CC(OC(=O)c1nccnc1N)C(=O)Nc1ccc(S(=O)(=O)N2CCCC2)cc1 (stereo not given),-8.5,-4.3,13.9,1.3,-2.0,-7.0,-12.6,1.0,1.1
CC(C)N1CC=C2C(C#N)=C(N)C(C#N)(C#N)C(c3ccccc3)C2C1 (stereo not given),-12.6,-7.5,16.7,11.6,-4.5,-1.2,-6.3,5.6,1.8
Cc1cccc(C)c1OCc1cc(C(=O)NC2CCC(O)CC2)no1 (stereo not given),-14.7,-2.9,-2.2,2.0,6.4,-0.1,-1.9,-22.2,0.9
N=C1C(c2nc3ccccc3[nH]2)=C(O)CN1NC(=O)c1c[nH]c2ccccc12,-1.6,9.0,-2.0,41.7*,-9.8,-4.7,-2.0,-17.4,0.0
COc1ccccc1N1CCN(CC(O)c2c(C)[nH]c3ccccc23)CC1 (stereo not given),-16.8,-9.4,13.9,6.0,-5.5,-4.4,-8.9,4.3,0.1
Cc1ccc(NC(=O)NC(=O)CN2C(=O)NC3(CCc4ccccc43)C2=O)c(C)c1 (stereo not given),-8.2,-13.8,8.9,-0.5,-3.6,-2.5,-12.2,-15.1,0.6
O=c1oc(-c2cccs2)nc2sc3c(c12)CCCCC3,-0.2,-2.4,15.4,-1.7,-8.5,-5.0,-0.3,-15.4,2.7
O=C(C1=C[C@H](c2csc3ccccc23)C[C@H](OCc2ccc(CO)cc2)O1)N1CCOCC1,13.8,13.9,-25.8,27.5,1.2,-2.0,-15.9,45.0,0.9
O=c1c(C(c2c(O)nc3n(c2=O)CCS3)c2cccc3ccccc23)c(O)nc2n1CCS2,-25.7,-4.2,21.2,2.6,-4.4,-1.7,-15.4,-5.5,0.4
COC(=O)[C@H](CC(C)C)NC(=O)NCCC1=CCCCC1,-3.7,-0.3,-0.7,-0.3,9.3,-5.6,-3.1,2.4,1.6
O=C(Cc1ccccc1)NN1C(=O)C2C3C=CC(C4CC34)C2C1=O (stereo not given),-10.9,7.9,15.0,1.9,-9.1,-5.1,1.9,2.7,8.2
CCn1ncc(Br)c1C(=O)Nc1sc2c(c1C(N)=O)CCC2,-13.2,-15.2,8.0,8.7,-24.8,2.0,3.3,-8.8,0.1
COc1ccc(NCc2ccc(OC)c(Cn3ccnc3)c2)c(OC)c1,34.0*,-3.3,-3.2,-0.7,-29.4,-9.3,-2.7,-7.2,5.0
O=c1[nH]c2ccccc2cc1CN(Cc1ccco1)S(=O)(=O)c1ccccc1,-6.5,-3.4,7.8,12.2,-21.7,2.9,-11.5,46.6,6.5
Cc1ccc(C(=O)O/N=C/c2c(N3CCOCC3)n(C)c3ccccc23)cc1,-6.3,11.0,-5.3,5.9,-10.9,-3.4,-2.9,-3.3,0.7
CCS(=O)(=O)Nc1c(C(=O)O)[nH]c2ccccc12,0.4,0.4,8.5,6.8,-10.1,-4.4,-5.1,-8.7,0.1
CCOc1cc(S(=O)(=O)Nc2ccccn2)ccc1F,-11.0,-16.6,26.2,10.0,-13.7,-5.5,-12.6,10.4,1.1
O=C(COc1ccccc1[N+](=O)[O-])N/N=C/c1ccc(O)cc1,-16.5,-4.3,-5.0,9.0,3.6,2.5,-11.2,8.8,1.8
COc1ccc(S(=O)(=O)N(C(C)=O)c2ccc(OC(C)=O)c3ccccc23)cc1[N+](=O)[O-],-4.3,3.8,13.8,8.5,-7.9,-4.2,-6.3,17.4,3.4
O=C(CCc1nc2ccccc2s1)OCc1ccccc1,-12.6,-4.7,10.2,1.8,-12.8,-9.5,1.7,-7.7,0.2

# Individual results from the list:
# OXTR potentiator, CCOc1cc(S(=O)(=O)Nc2ccccn2)ccc1F stands at -12.6
# OXTR potentiator, CCS(=O)(=O)Nc1c(C(=O)O)[nH]c2ccccc12 stands at -5.1
# M1 antag, COc1ccc(NCc2ccc(OC)c(Cn3ccnc3)c2)c(OC)c1 stands at 34.0*

# Remaining list, next part:
SMILES,M1 antag,CHO-K1 Ca antag,CHO-K1 Ca PAM,TAAR1 ag,CHO parental Ca,CHRM1 agonist,OXTR potentiator,TAAR1 antag,CHO-K1 Ca ag
CCCCc1c(-c2cccc(Cl)c2)ncn1CCc1ccccc1OC,.,-12.7,17.4,11.1,.,.,.,33.0,1.8
CC(=O)c1cc(C#N)c(N2CCOCC2)nc1C,1.7,-2.4,6.3,8.4,-4.0,-5.5,2.6,11.4,0.2
COc1cccc(N(C(=O)Cn2nnc(-c3ccc(C)o3)n2)C(C(=O)NC(C)(C)C)c2cccs2)c1 (stereo not given),-8.6,-8.9,14.8,9.8,-3.7,-1.8,-9.7,25.9,1.7
Cn1cnnc1SCC(=O)Nc1sc2c(c1C(N)=O)CCC2,0.9,-5.0,16.8,6.9,-4.3,-5.2,4.3,-9.0,0.7
O=C(Nc1ccc(OC(F)(F)F)cc1)c1ccc2nc[nH]c2c1,7.2,8.6,-12.4,-1.6,-4.3,-3.0,-12.6,9.9,0.3
O=C1c2ccccc2-c2ncnc3c(N4CCOCC4)cc(N4CCOCC4)c1c23,-16.0,-2.5,19.1,4.9,-2.9,3.7,-5.8,-18.5,1.1
O=C(c1ccc(Cl)c(S(=O)(=O)N2CCCCCC2)c1)N1CCCC(C(F)(F)F)C1 (stereo not given),-4.6,1.8,-10.8,7.6,-4.4,2.0,-11.5,8.0,1.4
CC(C)c1ccc(/C=C/C(=O)NCCCN2CCOCC2)cc1,-8.5,-20.0,15.0,5.5,-12.8,-6.9,-0.6,-0.7,0.1
CCc1ccc(-c2cc3c(=O)n(CC(=O)N4CCCC4)nc(C)n3n2)cc1,-3.9,-14.9,-10.9,2.5,-3.4,-1.1,-4.4,-5.8,1.6
O=C(O)C(=Cc1cccc([N+](=O)[O-])c1)c1ccccc1,-1.5,-17.3,15.3,-0.4,.,0.7,.,-13.4,0.1
CSc1ccc(CNCCCSc2ncccn2)cc1,2.9,-4.2,18.1,0.3,-23.5,-7.0,-12.7,-7.2,0.1
CC(C)NC(=O)CN1CCC(O)(c2ccccc2)CC1,-0.8,-15.2,9.5,2.3,-4.5,-7.0,-2.5,1.5,0.3
CCCCOC(=O)Nc1nnc(SCCOc2ccc(C)cc2)s1,2.1,4.2,7.4,2.8,-9.7,-0.2,2.1,-5.6,-0.2
O=C(CN1C(=O)c2ccccc2S1(=O)=O)Nc1ccc([N+](=O)[O-])cc1,1.8,-9.2,-0.1,-0.1,6.7,-1.7,-2.8,19.4,1.5
O=C(Cn1ncc2c([nH]c3ccccc32)c1=O)NCCc1ccccc1,-9.6,-1.5,6.4,2.6,-7.5,3.3,-0.6,3.6,0.3
Cc1ccc(C(=O)c2ccc([N+](=O)[O-])cc2)c(C)c1,-2.0,-1.6,-5.0,11.1,-13.6,-4.2,-6.8,9.8,0.3
CN(C)S(=O)(=O)c1cc(NC(=O)CNCCN2CCOCC2)ccc1Cl,-17.2,-10.6,5.8,0.4,-9.3,-2.5,-2.7,104.5*,0.5
Cn1c(=O)[nH]c(=O)c2c1nc(Br)n2CC(O)COc1ccc(Cl)cc1 (stereo not given),-6.9,-15.5,11.5,19.1,-9.2,-0.5,-8.0,23.4,14.1
CCn1cc(C(=O)NCCC(=O)NC(C)C)c(=O)c2cc3c(cc21)OCO3,3.7,-2.1,-4.1,4.6,-1.8,-4.8,-5.2,2.7,0.1
CCOc1ccccc1OCC(=O)Nc1ccc(S(=O)(=O)Nc2ncccn2)cc1,-1.4,2.3,-3.0,0.6,-12.8,0.9,-1.4,-9.7,0.7
Cc1ccc(C)c(N(C(=O)c2csnn2)C(C(=O)NC2CCCCC2)c2ccccn2)c1 (stereo not given),-2.9,6.1,-7.3,2.6,-20.7,-1.5,-0.7,-6.6,13.8
CCc1nc(SCC(=O)Nc2cc(C)on2)c2c(C)c(C)sc2n1,-11.2,-10.4,18.4,2.3,-0.7,-2.2,-8.6,-28.0,0.2
Cc1ccc(S(=O)(=O)CCC(=O)N(C)C2CCCCC2)cc1,-5.7,-2.7,7.0,0.1,-8.3,-3.1,-9.6,-7.0,0.2
C=CCOc1ccc(/C=N/N2C(=O)C(CC(=O)Nc3ccc(F)cc3F)SC2=NC)cc1 (stereo not given),-0.2,-6.9,19.3,5.4,-1.7,-3.6,-9.2,2.7,3.7
O=C(N/N=C/c1ccco1)c1cc(-c2cccc(Br)c2)nc2ccccc12,-0.9,-13.0,20.2,4.1,-23.5,-1.4,-12.0,19.9,1.1
CCNC(=O)C1CCCN(C(=O)c2cccs2)CC1 (stereo not given),-7.6,-1.1,-6.3,1.8,.,-6.0,.,-16.0,0.3
CCOc1ccc(NS(=O)(=O)c2cc(NC(=O)C3CC3)ccc2C)cc1Br,-4.9,5.5,22.2,6.3,18.5,4.0,-8.2,-19.6,3.3
CC1(Cc2ccccc2C#N)C(=O)Nc2ccc(OC(F)(F)F)cc21 (stereo not given),-10.6,0.7,14.3,-1.2,.,-0.9,.,7.9,1.4

# Screening data: PubChem, The Scripps Research Institute Molecular Screening Center
